TrxR1 substrate: qHTS Assay for Substrates of Mammalian Selenoprotein Thioredoxin Reductase 1 (TrxR1): qHTS; Thioredoxin reductase 1, cytoplasmic (Rattus norvegicus), O89049; Potency, µM (titrated, usually from 114 µM), without a hit: at the top dose activity change, negative = substrate turnover; purified TrxR1 substrate turnover, NADPH consumption readout; AID 588456, 2011; actives 0.01% (n = 390,000); further: potency means the concentration at half of the fitted maximal effect; on the % scale 0 is the no-effect control and ±100 the full control effect; nearly all actives have a fitted effect of over 50% in size
Target sequence (O89049 whole entry, looked up): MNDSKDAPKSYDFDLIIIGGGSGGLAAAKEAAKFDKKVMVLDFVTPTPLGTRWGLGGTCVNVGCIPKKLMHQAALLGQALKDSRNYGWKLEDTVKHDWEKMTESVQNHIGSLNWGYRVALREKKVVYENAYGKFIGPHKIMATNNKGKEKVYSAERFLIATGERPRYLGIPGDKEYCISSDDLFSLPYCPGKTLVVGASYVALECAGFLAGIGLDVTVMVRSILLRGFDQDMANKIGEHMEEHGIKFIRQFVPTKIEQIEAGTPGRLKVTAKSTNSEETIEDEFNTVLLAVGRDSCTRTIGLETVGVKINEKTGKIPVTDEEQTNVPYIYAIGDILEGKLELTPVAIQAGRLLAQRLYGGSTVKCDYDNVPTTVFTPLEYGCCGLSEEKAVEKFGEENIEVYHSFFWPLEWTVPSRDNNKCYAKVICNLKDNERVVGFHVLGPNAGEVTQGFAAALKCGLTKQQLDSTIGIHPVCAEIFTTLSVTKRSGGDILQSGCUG
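Rat TrxR1, dispensed at 90 nM, was prereduced with 400 uM NADPH (final) for 5 min at ~22 deg C, then incubated with compound 15 min before 400 uM selenite. A first-read NADPH fluorescence drop versus no-compound background flagged substrates.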
mIDH1 inhibitor: qHTS for Inhibitors of mutant isocitrate dehydrogenase 1 (IDH1): qHTS. Potency, µM (titrated, usually from 76.6 µM), without a hit: at the top dose activity change, negative = inhibition, hits mostly inhibitors. actives 0.093% (n = 390,000). AID 602179, 2012. Isocitrate dehydrogenase [NADP] cytoplasmic (Homo sapiens), O75874. IDH1-R132H enzyme, NADPH consumption, diaphorase/resazurin fluorescence; further: potency means the concentration at half of the fitted maximal effect; on the % scale 0 is the no-effect control and ±100 the full control effect; nearly all actives have a fitted effect of over 65% in size
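IDH1-R132H (0.5 ug/mL dispensed) in pH 7.5 Tris buffer was preincubated 30 min with compound, then given a substrate mix of 0.016 mM NADPH and 2 mM alpha-KG for 80 min at room temperature; remaining NADPH was read by diaphorase/resazurin fluorescence.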
D2 agonist: HTS Assay for Allosteric Agonists of the Human D2 Dopamine Receptor: Primary Screen for Agonists; activation, % at 2 µM; HEK293 T-REx D2 cells, calcium flux agonist mode; AID 485358, 2010; actives 0.53% (n = 340,000);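 active means activation over 3 SD above normal in the single-dose calcium agonist read, cut at about 30% in these data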; further: 0% is about no effect
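Agonism is scored from calcium flux in a force-coupled, inducible HEK293 cell line expressing D2, read kinetically for 180 s after compound addition against dopamine controls.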
rTrxR1 inhibitor: qHTS Assay for Inhibitors of Mammalian Selenoprotein Thioredoxin Reductase 1 (TrxR1): qHTS; actives 1% (n = 390,000); recombinant rTrxR1, NADPH fluorescence consumption, selenite substrate; Potency, µM (top dose mostly 114 µM), for the others: at the top dose activity change, negative = inhibition, usual class: inhibitors; further: potency means the concentration at half of the fitted maximal effect; on the % scale 0 is the no-effect control and ±100 the full control effect; nearly all actives have a fitted effect of over 65% in size
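Rat TrxR1 (90 nM in the dispensed reagent) was pre-reduced with 400 uM NADPH for 5 min at room temperature, then incubated with compound for 15 min. After 400 uM selenite was added, NADPH fluorescence (Ex 340/Em 450 nm) was followed for 8 min.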
D2 antagonist: HTS Assay for Allosteric Antagonists of the Human D2 Dopamine Receptor: Primary Screen for Antagonists; D(2) dopamine receptor (Homo sapiens), P14416; HEK293 TREx D2 cells, calcium flux, dopamine EC80; inhibition, % at 10 µM; actives 2% (n = 340,000); AID 485344, 2010; in the data active means inhibition above about 30%; further: 0% is about no effect
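In this primary screen, negative modulation is detected by tracking calcium flux after an EC80 dopamine challenge in inducible HEK293 T-REx D2 cells preexposed to test compound for 180 s.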
USP1 inh: Inhibitors of USP1/UAF1: Primary Screen; Ubiquitin carboxyl-terminal hydrolase 1 (Homo sapiens), O94782; recombinant USP1/UAF1, Ub-Rhodamine cleavage fluorescence; Potency, µM (top dose mostly 57.1 µM), inactives show at the highest dose activity change, negative = inhibition, most hits filed as inhibitors; actives 0.23% (n = 390,000); further: potency means the concentration at half of the fitted maximal effect; on the % scale 0 is the no-effect control and ±100 the full control effect; nearly all actives have a fitted effect of over 60% in size; inactives centre near -12
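In this screen, compounds sit with the deubiquitinase complex (1nM) for 15 min at room temperature before Ub-Rho is added at 150nM final. Fluorescence rise is then followed for 6 reads every 60 seconds.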
Pin1 inhibitor: qHTS Assay to Find Inhibitors of Pin1 | Pin1 FP peptide displacement, HiFluor488, 10 min | AID 504891, 2011 | Potency, µM (top dose mostly 115 µM), for the others: top-dose activity, negative = inhibition, most hits filed as inhibitors | actives 0.009% (n = 390,000); active means well fitted inhibition curve with a large enough effect in the polarisation, with a control signal flat, not every such curve was filed as active; inconclusive means small, poorly fitted or top-dose-only effect, or effect the other way, or a change in a side signal; inactive means no such curve, though single readings can be large or run the other way; the % refers to the polarisation; further: potency means the concentration at half of the fitted maximal effect; on the % scale 0 is the no-effect control and ±100 the full control effect
TRHR enhancer: qHTS for Small Molecule Agonists and Allosteric Enhancers of Human TRH Receptor: Primary Screen for Enhancers | Thyrotropin-releasing hormone receptor (Homo sapiens), P34981 | TRHR cells, fluo-8 calcium fluorescence, EC20 TRH enhancement | actives 0.66% (n = 360,000) | AID 493056, 2011 | enhancement, % at 2 µM; in the data active means enhancement above about 30%; further: 0% is about no effect
Target sequence (P34981 whole entry, looked up): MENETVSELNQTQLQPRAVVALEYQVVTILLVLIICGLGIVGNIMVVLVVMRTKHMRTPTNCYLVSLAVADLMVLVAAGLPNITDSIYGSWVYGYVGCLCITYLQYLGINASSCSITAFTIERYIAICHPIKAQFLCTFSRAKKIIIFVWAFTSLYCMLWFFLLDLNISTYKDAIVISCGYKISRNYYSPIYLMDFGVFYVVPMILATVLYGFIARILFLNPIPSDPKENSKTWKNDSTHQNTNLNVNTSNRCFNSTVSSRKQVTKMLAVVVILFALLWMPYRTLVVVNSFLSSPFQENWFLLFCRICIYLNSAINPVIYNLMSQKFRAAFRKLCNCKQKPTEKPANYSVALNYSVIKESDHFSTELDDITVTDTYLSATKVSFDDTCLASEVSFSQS
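Enhancer read-out: after compound pinning and an initial kinetic agonist-mode read, an EC20 of TRH (10 nM final) was injected and fluo-8 calcium signal (Ex 480/Em 530) followed at 1 s/cycle for 100 cycles in TRHR-expressing cells.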
TRHR ag: qHTS for Small Molecule Agonists and Allosteric Enhancers of Human TRH Receptor: Primary Screen for Agonists | Thyrotropin-releasing hormone receptor (Homo sapiens), P34981 | TRHR cells, calcium flux fluo-8, FDSS agonist mode | activation, % at 2 µM | actives 0.18% (n = 360,000) | AID 493084, 2011; in the data active means activation above about 30%; further: 0% is about no effect
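Steps: seed TRHR cells overnight; add fluo-8 no-wash Ca dye, RT 30 min–1.5 h; record 10 s baseline; pin-transfer compounds; monitor fluorescence 1 cycle/s for the agonist window. Calcium increases flag candidate agonists.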
An asterisk follows results filed as active; ? = inconclusive; / = no result given; & = joins results of further samples; [ ] = dose if it differs, or a comment. Unless noted, the call rests on the fitted dose curve; in most records, active means well fitted inhibition curve with a large enough effect; inconclusive means small, poorly fitted or top-dose-only effect; inactive means no such curve, though single readings can be large or run the other way.

cpd	SMILES	TrxR1 substrate	mIDH1 inhibitor	D2 agonist	rTrxR1 inhibitor	D2 antagonist
1	COc1cc(SC)ccc1C(=O)Nc1nc(C)cs1	10%[57.1 µM]	3%	-0.1	46%[activator]	2
2	Cc1ccc(OCC(=O)OCc2c(C)noc2C)cc1C	-7%	-1%	-0.5	-8%	6
3	CCOC(=O)C1=C(N)OC2=C(C(=O)CC(C)(C)C2)C1C1CCCCC1 (stereo not given)	3%[57.1 µM]	-8%	-1.2	19%[57.1 µM]	-1
4	Cn1c(=O)c2c(nc(N3CCCCCC3)n2CC(O)COc2ccccc2)n(C)c1=O (stereo not given)	-8%	7%	/	-1%	/
5	Cc1cccc(/C=N/NC(=O)c2ccc(NC(=O)c3ccc(F)cc3)cc2)n1	1%[57.1 µM]	3%	-0.7	0%[57.1 µM]	16
6	O=C(NCc1csc(-c2cccs2)n1)c1ccsc1	1%	0%	-0.2	0%	3
7	C=CCNC(=O)[C@@H]1CSC2c3ccc(OC)c(OC)c3C(=O)N21 (stereo not given in full)	7%	-10%	1.1	-8%	-10
8	O=C(O)c1ccc(COc2ccccc2[N+](=O)[O-])o1	-5%	-3%	0.2	-5%	-9
9	COc1ccc(Nc2nc(Cl)nc(Nc3ccc(OC)cc3)n2)cc1	7%[57.1 µM]	-1%	0.3	24%	-1
10	S=C(Nc1ccc(Cl)cc1)N1CCCCC1	-3%	1%	1.0	-21%	-23
11	CCc1ncc(CN2CCCC(C(=O)Nc3ccc(-c4cscn4)cc3)C2)cn1 (stereo not given)	3%	-4%	0.3	30%	6
12	COc1ccccc1OCC(=O)N1CCC2(CC1)CC(=O)c1ccccc1O2	14%	5%	0.1	-8%	-1

cpd	USP1 inh	Pin1 inhibitor	TRHR enhancer	TRHR ag
1	-6%	15%	-1	-0.2
2	-4%	1%	-4	-0.9
3	-12%	-10%	12	-0.5
4	-19%	?	/	/
5	-17%	-4%	-2	-0.3
6	-9%	-5%	-4	-0.1
7	-21%	57%[activator]	5	0.6
8	-9%	26%	-1	-0.4
9	-12%	0%	4	-0.2
10	-14%	-5%	1	1.0
11	-9%	-2%	1	0.0
12	-14%	-6%	-4	0.2

Of the compounds above, 2 contain a Cl atom:
cpd	SMILES	TrxR1 substrate	mIDH1 inhibitor	D2 agonist	rTrxR1 inhibitor	D2 antagonist
9	COc1ccc(Nc2nc(Cl)nc(Nc3ccc(OC)cc3)n2)cc1	7%[57.1 µM]	-1%	0.3	24%	-1
10	S=C(Nc1ccc(Cl)cc1)N1CCCCC1	-3%	1%	1.0	-21%	-23

cpd	USP1 inh	Pin1 inhibitor	TRHR enhancer	TRHR ag
9	-12%	0%	4	-0.2
10	-14%	-5%	1	1.0

The main list resumes, repeating the 3 entries before the break.
cpd	SMILES	TrxR1 substrate	mIDH1 inhibitor	D2 agonist	rTrxR1 inhibitor	D2 antagonist
10	S=C(Nc1ccc(Cl)cc1)N1CCCCC1	-3%	1%	1.0	-21%	-23
11	CCc1ncc(CN2CCCC(C(=O)Nc3ccc(-c4cscn4)cc3)C2)cn1 (stereo not given)	3%	-4%	0.3	30%	6
12	COc1ccccc1OCC(=O)N1CCC2(CC1)CC(=O)c1ccccc1O2	14%	5%	0.1	-8%	-1
13	CCN(CC)Cc1cc2[nH]c3c4ccc(Cl)cc4ncc3c2cc1OC	9%[57.1 µM]	-3%	-1.4	3%[57.1 µM]	15
14	Cc1c(Cl)cccc1NC(=S)Nc1ccc2[nH]c(=O)[nH]c2c1	7%	7%	-0.4	5%	0
15	COc1ccc(S(=O)(=O)NCC2CCCN(Cc3cccnc3)C2)cc1 (stereo not given)	11%	-5%	-2.2	38%	-6
16	C=CCN1C(=O)/C(=C/c2ccc(-c3ccc(F)cc3)o2)SC1=S	-15%	9%	1.4	?	-20
17	CCC(C)c1ccc(-n2c(=O)c3ccccc3n3c(=S)[nH]nc23)cc1 (stereo not given)	-4%	-6%	0.3	0%	7
18	COc1ccccc1C(=O)OCCNC(=O)Cn1cnc2c1c(=O)n(C)c(=O)n2C	0%	0%	/	5%	/
19	O=C(c1ccc(Cl)c(S(=O)(=O)N2CCCCC2)c1)N1CCCC(C(F)(F)F)C1 (stereo not given)	-6%	-7%	0.3	10%	22
20	O=C(O)COc1ccc(/C=N/NC(=O)Cc2ccc(Cl)cc2)cc1	-8%	7%	0.4	6%	-4
21	O=C(c1ccc(COc2c(F)c(F)cc(F)c2F)o1)N1CCN(c2ccccc2)CC1	1%	3%	-0.8	4%	6
22	COc1cccc2cc(C(C)N(CCCN3CCOCC3)C(=S)Nc3ccccc3C)oc12 (stereo not given)	4%	8%	1.3	8%	-14
23	O=c1c(Cc2c(F)cccc2Cl)c(O)ccn1CCCn1ccnc1	-2%	-10%	0.2	8%	7
24	CC(C)(C)c1ccc(-c2noc(CCC(=O)Nc3cccnc3)n2)cc1	6%	11%	2.1	40%[activator]	36*

cpd	USP1 inh	Pin1 inhibitor	TRHR enhancer	TRHR ag
10	-14%	-5%	1	1.0
11	-9%	-2%	1	0.0
12	-14%	-6%	-4	0.2
13	-10%	1%&8%	4	0.6
14	-17%	-9%	-1	0.0
15	-1%	-1%	-3	0.6
16	?	?	17	1.3
17	-20%	1%	6	-2.0
18	-16%	2%	1	0.0
19	0%	-8%	-12	0.1
20	-5%	-5%	-4	0.2
21	-8%	4%	-3	-0.5
22	-23%	-10%	-4	-0.5
23	4%	1%	0	0.3
24	-33%	-9%	0	-0.3

Next section
cpd	SMILES	TrxR1 substrate	mIDH1 inhibitor	D2 agonist	rTrxR1 inhibitor	D2 antagonist
25	Cc1nc2nc(CNC(=O)c3cccc(F)c3)nn2c(C)c1CCC(=O)Nc1cccc(Cl)c1	3%	12%	-1.2	3%	/
26	CC(C)OCCCn1c(=N)c(C(N)=S)cc2c(=O)n3ccccc3nc21	177%[activator]	6%	1.4	?	-5
27	Cc1cc(NC(=O)C2COc3ccccc3O2)no1 (stereo not given)	1%	-14%	/	16%	/
28	COc1ccc2oc(=O)c(-c3nnc(-c4ccc(C)cc4)o3)cc2c1	-4%	17%	-2.8	-16%	/
29	N/C(=N\OCc1ccccc1)c1nonc1N	-4%	0%	-1.3	6%	-5
30	COc1ccccc1NC(=S)NC(=O)CCc1ccccc1	7%[57.1 µM]	5%	-1.1	-52%	4
31	CC(C)C(=O)Nc1cccc(NC(=O)c2cccc(Br)c2)c1	1%	8%	-5.7	21%	5
32	COc1ccc([N+](=O)[O-])cc1NC(=O)CCSCCc1ccccn1	1%	17%	/	13%	/
33	Cn1cccc1C(=O)NC(=O)CSc1cccc[n+]1[O-]	7%	4%	0.1	8%	3
34	COc1ccc(NC(=O)c2cc(-c3ccc(C)o3)nc3ccccc23)cc1	11%[57.1 µM]	-2%	/	-54%	/
35	CC(C)S(=O)(=O)C1=NSC2=NC(=O)/C(=C\c3ccc(-c4ccccc4)o3)C(=N)N21	-17%	-1%	1.5	-17%	1
36	COC(=O)c1ccc(OCC(=O)c2ccc(O)cc2O)cc1	-5%	1%	-0.7	4%	8

cpd	USP1 inh	Pin1 inhibitor	TRHR enhancer	TRHR ag
25	-5%	35%[activator]	-3	-1.0
26	?	?	2	0.0
27	-3%	-4%	-1	-1.0
28	32%[activator]	-15%	4	-2.0
29	1%	-5%	-12	-1.7
30	-23%	-1%	-1	-0.3
31	-27%	0%	-4	-0.5
32	-19%	-4%	-6	-0.2
33	-18%	-2%	-5	-0.4
34	1%	22%	/	/
35	0%	?	-7	4.1
36	-24%	-7%	2	0.2

Other records follow:
cpd	SMILES	TrxR1 substrate	mIDH1 inhibitor	D2 agonist	rTrxR1 inhibitor	D2 antagonist
37	COc1ccccc1CN1CC(C(=O)NCc2cccnc2)CC1=O (stereo not given)	-2%	-1%	-2.6	14%	0
38	NC(=O)c1ccc(NC(=O)Cn2c(=O)n(-c3ccccc3)c(=O)c3oc4ccccc4c32)cc1	5%	5%	0.5	1%	-12
39	CCOC(=O)c1sc(=S)n(-c2ccccc2OC)c1N	-9%[57.1 µM]	7%	/	2%[57.1 µM]	/
40	COc1cccc(NC(=O)CN(C)C(=O)c2ccccc2Sc2ccccc2C#N)c1	5%	11%	0.0	19%	-14

cpd	USP1 inh	Pin1 inhibitor	TRHR enhancer	TRHR ag
37	5%	8%	-1	-1.4
38	-7%	11%	-3	0.5
39	-27%	-4%	-1	0.8
40	-24%	-1%	-4	-0.7

Bioassay records from PubChem.

An excerpt; rates above refer to the full screens.
